Screening results (PubChem BioAssay)
Apoferritin bind = candidate novel general anesthetic via apoferritin binding; P02791; apoferritin/1-aminoanthracene competitive binding, fluorescence; Potency, µM (highest dose often 77.5 µM), inactives show at the top dose activity change, negative = displacement, actives largely listed as inhibitors; 350,000 compounds, 0.074% hits; further: on the % scale 0 is the no-effect control and ±100 the full control effect; nearly all actives have a fitted effect of over 20% in size
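In PBS, apoferritin at 10 uM is loaded with 1-AMA from a 50% saturated solution. After 10 min of compound exposure at ambient temperature, reduced 535 nm fluorescence indicates probe displacement.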
BLM inh = inhibitors of human Bloom syndrome helicase BLM; P54132; recombinant BLM DNA unwinding, fluorescence dequenching; Potency, µM (titrated, usually from 56.1 µM), for the others: at the highest dose activity change, negative = inhibition, usual class: inhibitors; 350,000 compounds, 0.2% hits; AID 2528;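 further: plate controls were vehicle for no effect and no enzyme for full effect; nearly all actives have a fitted effect of over 35% in size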
POLB inh = DNA polymerase beta (human) inhibition | Pol beta primer extension/strand displacement, fluorescence kinetic | Potency, µM (top dose mostly 114 µM), inactives show at the highest dose activity change, negative = inhibition, most hits filed as inhibitors | 340,000 compounds, 1.3% hits | AID 485314; further: on the % scale 0 is the no-effect control and ±100 the full control effect
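Preincubation: enzyme (10 nM) with compound, 15 min, RT. Reaction: substrate added to 50 nM final. Reads: 0 and 10 min. Analysis: normalized, Hill fit.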
Pol kappa inh = inhibitors of human DNA polymerase kappa. Q9UBT6. purified Pol kappa, fluorescent DNA synthesis assay, 10 min. Potency, µM (series often up to 107 µM), without a hit: at the top dose activity, negative = inhibition, actives largely listed as inhibitors. 400,000 compounds, 0.53% hits; further: on the % scale 0 is the no-effect control and ±100 the full control effect
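Here, compound and 10 nM enzyme are combined for 15 min at room temperature; adding 50 nM substrate (final) starts DNA synthesis, tracked by fluorescence at 0 and 10 min against buffer-only wells.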
APE1 inh = APE1 (human) endonuclease inhibition. P27695. AID 2517. 350,000 compounds, 0.35% hits. Potency, µM (series often up to 65.8 µM), for the others: at the top dose activity change, negative = inhibition, most hits filed as inhibitors. recombinant APE1, TAMRA/BHQ-2 abasic DNA cleavage fluorescence;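 further: plate controls were vehicle for no effect and reference inhibitor for full effect; nearly all actives have a fitted effect of over 55% in size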
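APE1 at 0.75 nM preincubated 15 min at room temperature with compound. Reaction then started with 50 nM double-stranded THF-abasic substrate labelled with TAMRA/BHQ-2, and 525/598 nm fluorescence read kinetically. Activity taken as third-minus-first read difference, normalized to DMSO and NSC13755 controls.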
POLH inh = blocks human DNA polymerase eta activity; recombinant Pol eta, fluorescent DNA replication assay; Potency, µM (doses to about 114 µM), without a hit: top-dose activity change, negative = inhibition, most hits filed as inhibitors; 390,000 compounds, 1.2% hits; AID 588591; further: on the % scale 0 is the no-effect control and ±100 the full control effect
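Fluorescent replication assay: 50 nM final substrate added after a 15 min room-temperature compound preincubation with 10 nM enzyme. Signal taken at 0 min and again at 10 min.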
Pol iota inh = blocks human DNA polymerase iota activity; Pol iota fluorescent replication assay, 10 min; 390,000 compounds, 1% hits; Q9UNA4; Potency, µM (top dose mostly 115 µM), without a hit: at the highest dose activity, negative = inhibition, usual class: inhibitors
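Fluorescent replication assay read twice, at 0 min and 10 min after adding 50 nM (final) substrate. Enzyme (10 nM) and compounds were first incubated 15 min at room temperature; enzyme-free buffer wells were negative controls.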
G9a block = blocks human histone lysine methyltransferase G9a | Q96KQ7 | G9a H3K9 monomethylation, AlphaScreen, 2 h | Potency, µM (series often up to 102 µM), for inactives: at the highest dose activity, negative = inhibition, most hits filed as inhibitors | 350,000 compounds, 8.8% hits; further: on the % scale 0 is the no-effect control and ±100 the full control effect; nearly all actives have a fitted effect of over 75% in size
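Chemiluminescent proximity detection of H3K9 monomethylation, read after 10 min bead incubation in the dark. Reaction: 20 nM G9a, 500 nM biotin-H3K9 peptide, 20 uM SAM cofactor, 2 h, room temperature, following 15 min enzyme-compound preincubation.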
BAZ2B block = blocks human BAZ2B; Potency, µM (highest dose often 114 µM), without a hit: at the highest dose activity change, negative = inhibition, usual class: inhibitors; AlphaScreen BAZ2B-H3K14Ac peptide displacement; 360,000 compounds, 4.4% hits; AID 504333; further: on the % scale 0 is the no-effect control and ±100 the full control effect; nearly all actives have a fitted effect of over 60% in size
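Protein-peptide AlphaScreen: BAZ2B 50 nM, b-H3K14Ac 50 nM, 1x PBS pH 7.4 + 0.01% Tween-20. Preincubation 30 min RT; cpd 30 min RT (top 110 uM); beads 20 min RT, light-protected.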
* = called active by the depositor; & = joins results of further samples; [ ] = another dose, or the depositor's remark. The call rests on the fitted dose curve; in most records, active means well fitted curve in the direction sought with a large enough effect; inconclusive means small, poorly fitted or top-dose-only effect, or another doubt; inactive means no such curve, though single readings can be large; an effect the other way counts as inactive or inconclusive. Potency means the concentration at half of the fitted maximal effect. Some of the compounds tested; rates above refer to the full screens.

For COc1cccc(OC)c1C(=O)Nc1nnc(C(C)C)s1 the results were Apoferritin bind -10%, BLM inh -3%, POLB inh 16%, Pol kappa inh -2%, APE1 inh -3%, POLH inh -5%, Pol iota inh 28%, G9a block -42% and BAZ2B block -6%.
`Cc1ccc(-c2nnn(CC(=O)N(CCN3CCOCC3)C(C(=O)NC(C)(C)C)c3ccc(C)o3)n2)cc1` (configuration not stated) gave Apoferritin bind -4%, BLM inh -2%, POLB inh 3%, Pol kappa inh -11%, APE1 inh 23%, POLH inh -9%, Pol iota inh -1%, G9a block 11% and BAZ2B block -1%.
COc1ccccc1NC(=O)NC1(C(=O)N2CCC(O)CC2)CCCCC1 was read as Apoferritin bind 2%, BLM inh -1%, POLB inh 0%, Pol kappa inh -8%, APE1 inh -3%, POLH inh -7%, Pol iota inh 34%[activator], G9a block 10%[12.7 µM] and BAZ2B block -6%.
Screening Cc1ccc(S(=O)(=O)N(C)C)cc1NC(=O)COC(=O)CCCOc1ccccc1 returned Apoferritin bind -15%, BLM inh -2%, POLB inh -6%, Pol kappa inh 4%, APE1 inh 36%, POLH inh -12%, Pol iota inh 51%[activator], G9a block 60%[activator] and BAZ2B block -16%.
Screening COc1cc(/C=C(/Sc2nnc(-c3ccc(F)cc3)o2)C(=O)O)ccc1OC(F)F returned Apoferritin bind -19%, BLM inh -10%, POLB inh -3%, Pol kappa inh -3%, APE1 inh 11%, POLH inh -17%, Pol iota inh 67%[activator] and G9a block 36%.
`CC(C)CCNC(=O)C(Cc1ccccc1)NS(=O)(=O)c1ccc2c(c1)c(=O)n(C)c(=O)n2C` (configuration not stated) gave Apoferritin bind inconclusive, BLM inh -1%&3%, POLB inh 24%&13%, Pol kappa inh -10%&6%, APE1 inh 0%, POLH inh -22%&-13%, Pol iota inh 6%&-5%, G9a block -3%[59 µM] and BAZ2B block -12%&-4%.
Screening Cc1ccccc1NC(=O)c1cccc2nccnc12 returned Apoferritin bind -13%, BLM inh -7%, POLB inh -22%, Pol kappa inh -4%, APE1 inh 3%, POLH inh 4%, Pol iota inh 41%[activator], G9a block -14%[59 µM] and BAZ2B block -21%.
For O=C(Cc1cccs1)Nc1cccc(-c2nc3ccccc3o2)c1 the results were Apoferritin bind -6%, BLM inh -4%, POLB inh -15%, Pol kappa inh -13%, APE1 inh 0%, POLH inh -8%, Pol iota inh -9%, G9a block 0%[0.501 µM] and BAZ2B block inconclusive.
For CCOc1ccc(NC(=O)CSc2nc3ccccc3nc2N2CC(C)OC(C)C2)cc1 (configuration not stated) the results were Apoferritin bind -10%, BLM inh -2%, POLB inh -12%, Pol kappa inh -15%, APE1 inh -13%, POLH inh -17%, Pol iota inh -18% and BAZ2B block 1%.
`COc1ccc2cc(C(c3nnnn3CCc3ccccc3)N3CCCC(C)C3)c(=O)[nH]c2c1` (configuration not stated) gave Apoferritin bind inconclusive, BLM inh -8%, POLB inh 20%, Pol kappa inh -9%, APE1 inh -7%, POLH inh -10%, Pol iota inh inconclusive, G9a block 45µM* and BAZ2B block 4%.
`COCCN(C(=O)COC(=O)c1c(-c2ccccc2)noc1C)c1c(N)n(Cc2ccccc2)c(=O)[nH]c1=O` gave Apoferritin bind -7%, BLM inh -5%, POLB inh 55%, Pol kappa inh -3%, APE1 inh 41%[activator], POLH inh -15%, Pol iota inh 21%, G9a block 27% and BAZ2B block -9%.
`CCCCOc1ccc(CSC(=N)N)cc1Cl` gave Apoferritin bind inconclusive, BLM inh 2%, POLB inh 12%, Pol kappa inh -24%, APE1 inh 1%, POLH inh 3%, Pol iota inh 48%[activator], G9a block 3% and BAZ2B block -2%.
Cc1onc(-c2ccccc2Cl)c1C(=O)NC(=S)Nc1ccccc1F was read as Apoferritin bind inconclusive, BLM inh -11%, POLB inh 0%, Pol kappa inh -4%, APE1 inh 5%, POLH inh -16%, Pol iota inh inconclusive, G9a block 2% and BAZ2B block -24%.
CC1(C)CC(=O)C2=C(C1)OC(N)=C(C#N)[C@@H]2c1ccccc1[N+](=O)[O-] was read as Apoferritin bind 1%, BLM inh -5%, POLB inh 5%, Pol kappa inh -21%, APE1 inh -3%, POLH inh -8%, Pol iota inh 56%[activator] and BAZ2B block -7%.
Cc1ccc2nc(-c3ccc(N4C(=NC(=O)CCC(=O)O)SC5CS(=O)(=O)CC54)cc3)sc2c1 (configuration not stated) was read as Apoferritin bind 0%, BLM inh -11%, POLB inh inconclusive, Pol kappa inh inconclusive, APE1 inh inconclusive, POLH inh 3.5µM*, Pol iota inh inconclusive, G9a block 45µM* and BAZ2B block inconclusive.
Screening O=C1c2ccccc2C(=O)N1OCc1ccccc1[N+](=O)[O-] returned Apoferritin bind inconclusive, BLM inh 1%, POLB inh 2%, Pol kappa inh -6%, APE1 inh -1%, POLH inh 4%, Pol iota inh 53%[activator], G9a block -21% and BAZ2B block -17%.
Screening CC(C)(C)NC(=O)CC1C[C@H](C(=O)N2CCOCC2)[C@@]2(C)c3[nH]c4ccccc4c3CCN2C1=O (some centres not stated) returned Pol kappa inh 7%, APE1 inh 4%, POLH inh -12% and Pol iota inh 14%.
Screening CCN1CCS/C1=C/C=C/C1=[N+](CC)CCS1 returned Apoferritin bind -15%, BLM inh -2%, POLB inh 11%, Pol kappa inh -18%, APE1 inh -1%, POLH inh -12%, Pol iota inh 6%, G9a block 50µM* and BAZ2B block -24%.
Cc1cc(=O)[nH]c2c1c(C)nn2C(C)(C)C was read as Apoferritin bind 1%, BLM inh -1%, POLB inh -18%, Pol kappa inh 3%, APE1 inh -3%, POLH inh -5%, Pol iota inh 28%, G9a block 9% and BAZ2B block -1%.
`COc1ccc(NC(=O)c2nn(C)c(C(=O)Nc3ccc(OC)cc3)c2[N+](=O)[O-])cc1` gave Apoferritin bind -16%, BLM inh -1%, POLB inh 7%, Pol kappa inh -21%, APE1 inh 20%, POLH inh -3%, Pol iota inh -11%, G9a block -7% and BAZ2B block 14%.
For Cc1ccc(N2C(=O)C3CCCN3C2=S)c(C)c1 (configuration not stated) the results were Pol kappa inh -2%, APE1 inh 18%, POLH inh -11%, Pol iota inh -9%, G9a block 0%[12.7 µM] and BAZ2B block 1%.
COc1ccc(CNC(=O)c2cnc3cc(C)ccn3c2=O)cc1 was read as Apoferritin bind -8%&-8%, BLM inh -3%&3%, POLB inh 20%&-7%, Pol kappa inh 14%&-12%, APE1 inh -9%, POLH inh -14%&-3%, Pol iota inh 25%&10%, G9a block 3%&-13%[59 µM] and BAZ2B block -8%&9%.
`O=C1c2ccccc2NC(c2cccnc2)N1c1ccccc1F` (configuration not stated) gave Apoferritin bind 106%[activator], BLM inh 3%, POLB inh 1%, Pol kappa inh -11%, APE1 inh 14%, POLH inh -2%, Pol iota inh 15%, G9a block -7%[59 µM] and BAZ2B block 14%.
CCCOc1ccc(/C=C/C(=O)OCC(=O)N(C)c2c(N)n(Cc3ccccc3)c(=O)[nH]c2=O)cc1OCC was read as Pol kappa inh -2%, APE1 inh 61%, POLH inh -10%, Pol iota inh -14%, G9a block -5%[0.501 µM] and BAZ2B block -4%.
CCN(C(=O)CSc1nc2ccccc2o1)C1CCS(=O)(=O)C1 (configuration not stated) was read as Pol kappa inh -3%, APE1 inh 2%, POLH inh -5%, Pol iota inh 3%, G9a block 17%[0.501 µM] and BAZ2B block 6%.
CC1CN(C(=S)Nc2ccc(F)cc2F)CC(C)O1 (configuration not stated) was read as Apoferritin bind -5%, BLM inh -2%, POLB inh 20%, Pol kappa inh 4%, APE1 inh -12%, POLH inh 3%, Pol iota inh 84%[activator] and BAZ2B block 1%.
For CC1=C/C(=N\OS(=O)(=O)c2ccccc2)C=CC1=O the results were Apoferritin bind -14%, BLM inh -7%, POLB inh -26%, Pol kappa inh inconclusive, APE1 inh inconclusive, POLH inh inconclusive, Pol iota inh inconclusive, G9a block 2.5µM* and BAZ2B block inconclusive.
`Cc1nn2c3c(cnc2c1-c1ccccc1)C(=O)CC(c1ccccc1)C3` (configuration not stated) gave Apoferritin bind -9%, BLM inh -5%, POLB inh 47%, Pol kappa inh -19%, APE1 inh -5%, POLH inh 0%, Pol iota inh 17%, G9a block 56%[activator][59 µM] and BAZ2B block 3%.

Gathered by group: those above with an aryl thioether with sulfur outside any ring
Screening COc1cc(/C=C(/Sc2nnc(-c3ccc(F)cc3)o2)C(=O)O)ccc1OC(F)F returned Apoferritin bind -19%, BLM inh -10%, POLB inh -3%, Pol kappa inh -3%, APE1 inh 11%, POLH inh -17%, Pol iota inh 67%[activator] and G9a block 36%.
For CCOc1ccc(NC(=O)CSc2nc3ccccc3nc2N2CC(C)OC(C)C2)cc1 (configuration not stated) the results were Apoferritin bind -10%, BLM inh -2%, POLB inh -12%, Pol kappa inh -15%, APE1 inh -13%, POLH inh -17%, Pol iota inh -18% and BAZ2B block 1%.
CCN(C(=O)CSc1nc2ccccc2o1)C1CCS(=O)(=O)C1 (configuration not stated) was read as Pol kappa inh -3%, APE1 inh 2%, POLH inh -5%, Pol iota inh 3%, G9a block 17%[0.501 µM] and BAZ2B block 6%.
